NTMT1 inh: inhibitors of human N-terminal methyltransferase NTMT1; NTMT1 MTase-Glo SAH luminescence, purified enzyme; Potency, µM (top dose mostly 114 µM), inactives show at the top dose activity change, negative = inhibition, most hits filed as inhibitors; hit rate 2.5% among 59,000; active = well fitted inhibition curve with a large enough effect; inconclusive = small, poorly fitted or top-dose-only effect;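 also: plate controls were DMSO vehicle for no effect and no enzyme for full effect; nearly all actives have a fitted effect of over 65% in size; many of its hits are not listed in these tables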
Target sequence (Q9BV86 whole entry, looked up): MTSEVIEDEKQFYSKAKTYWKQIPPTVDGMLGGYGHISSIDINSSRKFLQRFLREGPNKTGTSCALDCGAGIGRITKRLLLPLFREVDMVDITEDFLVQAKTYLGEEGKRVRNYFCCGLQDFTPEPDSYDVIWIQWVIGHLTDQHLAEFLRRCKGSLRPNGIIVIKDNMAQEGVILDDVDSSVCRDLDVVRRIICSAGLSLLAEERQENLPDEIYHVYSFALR
* = called active by the depositor; u = inconclusive; & = joins results of further samples; [ ] = dose if it differs, or a comment. Potency is read from the fitted curve at half-maximal effect. This is a subset; rates above refer to the full screens.

SMILES | NTMT1 inh
Cc1ncsc1-c1ccc([C@H](C)NC(=O)[C@@H]2C[C@@H](O)CN2C(=O)[C@@H](NC(=O)COCCCOCCNC(=O)C[C@@H]2N=C(c3ccc(Cl)cc3)c3c(sc(C)c3C)-n3c(C)nnc32)C(C)(C)C)cc1 | 13%
Cc1nc(NCc2ccc(-c3ccnc(C(F)(F)F)c3)cc2)c2ccccc2n1 | -6%[57.5 µM]
O=C(Cc1nnc(CNC(=O)c2ccccc2)o1)Nc1cc(C(F)(F)F)ccc1Cl | 1%[57.5 µM]
CC(=O)c1ccc(N2CCN(C(=S)Nc3cc(C)ccn3)CC2)cc1 | u
O=C1CCCC2=C1C(c1[nH]ncc1Cl)NC(=NCc1ccco1)N2 (stereo unspecified) | 1%
O=C(NCCCCc1ccccc1)C1CCN(c2nc(-c3ccc(Br)cc3)cs2)CC1 | -2%
CC(=O)Nc1cccc(OC2=NS(=O)(=O)c3ccccc32)c1 | 6%
Cc1ccc(-c2ccc(CNc3nc(-c4ccccc4C(C)C)nc4ccccc34)cc2)cn1 | 2%
O=c1c2ccc(Cl)cc2nc2sc(Nc3ccc4c(c3)CCC4)nn12 | 7%
O=C(Cn1nc(-c2ccc3c(c2)OCO3)ccc1=O)NCCc1ccccc1 | -5%
C=CCc1cccc(CNc2ccc(S(=O)(=O)Nc3nccs3)cc2)c1O | 9%
CN(Cc1ccc(-c2ccccc2)cc1)c1nc(-c2ccccc2C(F)(F)F)nc2ccccc12 | -1%

Reprinted from the part before: 2 compounds; new compounds follow.
SMILES | NTMT1 inh
C=CCc1cccc(CNc2ccc(S(=O)(=O)Nc3nccs3)cc2)c1O | 9%
CN(Cc1ccc(-c2ccccc2)cc1)c1nc(-c2ccccc2C(F)(F)F)nc2ccccc12 | -1%
O=C([C@H](Cc1ccc(O[S+](=O)([O-])c2cccc3cccnc23)cc1)N[S+](=O)([O-])c1ccccn1)N1CCN(c2ccccc2)CC1 | 10%
CCOC(=O)C1CCN(C(=O)C(C)(C)NC(=O)Nc2ccc(C#N)cc2)CC1 | 4%
O=C1CCc2cc(S(=O)(=O)Nc3ccc(Cl)c(Cl)c3)ccc2N1 | -17%
Cc1nc(CNc2ncnc3ccc(-c4sc(C)nc4C)cc23)cs1 | u
O=C(NCc1ccc(F)cc1)n1c(-c2ccccc2)c(P(=S)(c2ccccc2)c2ccccc2)c2ccccc21 | 7%
CC(=O)Nc1sc2cnccc2c1-c1nc2ccccc2s1 | -17%[57.5 µM]
COc1cc(/C=C2\C(=O)Nc3ccccc32)ccc1O | 79µM*
Cc1ccc(OCCn2c(CCNC(=O)Cc3ccccc3F)nc3ccccc32)cc1 | -18%[57.5 µM]
CC/C(=C(/c1ccc(O)cc1)c1ccc(OCCNC)cc1)c1ccccc1 | 11µM*
CC(=O)N1CCCc2cc(S(=O)(=O)Nc3ccc(C)c(C)c3)ccc21 | 2%
NCCCC[C@H](NC(=O)[C@@H](NC(=O)[C@H](Cc1c[nH]c2ccccc12)NC(=O)[C@H](CCCCN)NC(=O)[C@H](CCCCN)NC(=O)[C@H](Cc1c[nH]c2ccccc12)NC(=O)[C@H](Cc1c[nH]c2ccccc12)NC(=O)[C@H](CCCCN)NC(=O)[C@@H](N)CCCCN)C(c1ccccc1)c1ccccc1)C(N)=O | 22µM*
CN(Cc1ccccc1)C(=O)C1CCN(Cc2cccc3ccccc23)CC1 | -3%
Cc1ccc(CSc2nnc(-c3cccc4ccccc34)o2)cc1 | -21%
Cc1c(C(=O)N(C)CC2CCCO2)[nH]c2c1C(=O)CC(c1ccco1)C2 (stereo unspecified) | -14%
Oc1cccc2cc(C3CC3)cnc12 | 8%
CC(=O)c1ccccc1-c1ncc(C)c(NCC2CCN(c3cccnc3)CC2)n1 | 5%[57.5 µM]
COc1cc(F)c(S(=O)(=O)N2CCCN(S(=O)(=O)c3ccc4c(c3)OCCO4)CC2)c(F)c1 | 7%
Nc1cccc(OCCn2c(CCNC(=O)C3CCCCC3)nc3ccccc32)c1 | 14%
NC(=O)c1ccnc2c(O)cccc12 | 27%
COc1cccc(-c2ccc3ncnc(NCc4cccs4)c3c2)c1 | -20%
CC(=O)N1CCN(c2ccc(NCc3ccc(C)cc3)cc2)CC1 | u
O=S(=O)(c1ccc2c(c1)OCCO2)N1CCN(S(=O)(=O)c2cccc[n+]2[O-])CC1 | 3%
O=C(OCC#CCSc1nnc(-c2ccc3ccccc3c2)o1)c1cc2ccccc2s1 | 2%
Cc1cccc(C(=O)N2CCc3cc(-c4nc(NC(=O)Cc5ccc6c(c5)OCO6)sc4C)ccc32)c1 | -12%

Reformatted as labelled records: 4 of the compounds above
compound: O=C(OCC#CCSc1nnc(-c2ccc3ccccc3c2)o1)c1cc2ccccc2s1
  NTMT1 inh: 2%

compound: Cc1c(C(=O)N(C)CC2CCCO2)[nH]c2c1C(=O)CC(c1ccco1)C2 (stereo unspecified)
  NTMT1 inh: -14%

compound: COc1cc(F)c(S(=O)(=O)N2CCCN(S(=O)(=O)c3ccc4c(c3)OCCO4)CC2)c(F)c1
  NTMT1 inh: 7%

compound: COc1cccc(-c2ccc3ncnc(NCc4cccs4)c3c2)c1
  NTMT1 inh: -20%

(continued)
SMILES | NTMT1 inh
CC1=C(C(=O)NC2CCCCC2)C(c2ccccc2Br)N=C(Nc2nc3ccccc3o2)N1 (stereo unspecified) | 5%[57.5 µM]
COc1ccc(/C=C2/C(=O)Nc3ccccc32)cc1O | u
O=C(NO)c1cnc(NC2(c3ccccc3)CC2)nc1 | 11%
Cc1ccc(N2CCC(CNc3nc(-c4ccccc4C(C)C)ncc3F)CC2)cn1 | 4%
c1csc(CNc2ncnc3ccc(-c4ccoc4)cc23)c1 | u
Cc1c(C(=O)O)[nH]c2c1C(=O)CCC2 | 7%
CNc1nc(-c2cccc3ccccc23)ccc1C#N | 0%
Cc1cc(C)n2ncc(C(=O)N3CCCC3)c2n1 | 16%
N#CC1=C(NC=NCc2ccccc2)Oc2ccc3ccccc3c2C1c1ccccc1 (stereo unspecified) | 19%
O=C(O)c1ccc2c(c1)C(=O)N([C@H](Cc1ccc([N+](=O)[O-])cc1)C(=O)O)C2=O | 2%
Cc1ccc(N2CCN(C(=S)Nc3cc(C)ccn3)CC2)cc1 | 79µM*
CS(=O)(=O)c1ccc(C(=O)OCC(=O)N2CCC(Cc3ccccc3)CC2)cc1[N+](=O)[O-] | 3%
CC1=C(C(=O)Nc2ccccc2Cl)C(c2ccccc2Br)N=C(Nc2nc3ccccc3o2)N1 (stereo unspecified) | 15%
CC1=C(C(=O)c2ccccc2)C(c2ccccc2Cl)N=C(Nc2nc3ccccc3o2)N1 (stereo unspecified) | 11%
Cc1cc(-c2nnc3n2CCCCC3)c(C)n1-c1cccc(C(F)(F)F)c1 | 10%
N=C1S/C(=C\c2ccc(-c3ccc4c(c3)C(=O)NC4=O)o2)C(=O)N1c1ccc(Br)cc1 | -13%[57.5 µM]
COCCNc1nc(C)nc2c1nc(-c1ccccc1)n2CCCN1CCCCC1C (stereo unspecified) | -3%
Oc1ccc(CNc2ccc(F)cc2Cl)c2cccnc12 | 4%[57.5 µM]
Cc1ccc(S(=O)(=O)N2CCN(c3nc(C#N)nc4ccccc34)CC2)cc1 | -2%
Cc1cnc(-c2ccccc2C(C)C)nc1NCc1ccc(-c2cccc(S(N)(=O)=O)c2)cc1 | 4%
O=[S+]([O-])(c1ccc(OC(F)(F)F)cc1)N1CCN([S+](=O)([O-])c2ccc3c(c2)OCCO3)CC1 | -8%
O=C(Nc1ccc(-c2nc3ccccc3[nH]2)cc1)Nc1ccc2c(c1)OCCO2 | 7%[57.5 µM]
N#Cc1c(-c2cccs2)no[n+]1[O-] | 8%
Cc1ccc(OCCn2c(CCNC(=O)c3cc(F)cc(F)c3)nc3ccccc32)cc1 | 3%
C(#Cc1cccs1)c1cccnc1 | 8%[57.5 µM]
CCOC(=O)c1[nH]c2c(c1C)C(=O)CCC2 | 5%
O=C(O)Cc1cc(F)c(S(=O)(=O)N2CCN(S(=O)(=O)c3ccc4c(c3)OCCO4)CC2)cc1F | u
O=C(CSc1nnc(-c2cccc([S+](=O)([O-])N3CCCC3)c2)n1-c1ccccc1)Nc1cccc(F)c1 | -2%[57.5 µM]
COc1ccc(S(=O)(=O)Nc2cc(-c3csc(C#N)c3)ccc2C)cc1 | -1%
CN1C(N)=N[C@](C)(c2cc(NC(=O)c3ccc(F)cn3)ccc2F)CS1(=O)=O | -8%
Cc1cc(C)n2ncc(C(=O)NCC(C)C)c2n1 | -1%[57.5 µM]
Cc1cc(C)n2ncc(C(=O)Nc3ccccc3Sc3ccccc3)c2n1 | -3%
Cc1nc(NCc2ccccc2)c2nc(-c3ccccc3)n(CCCN(C)C)c2n1 | -9%
COc1cccc(C2c3c(ncn(Cc4cccs4)c3=N)Oc3ccc4ccccc4c32)c1 (stereo unspecified) | 1%
CC(C)(C)OC(=O)N1CCN(c2ccc(NCc3ccc4c(-c5ccc(F)cc5)cc(=O)oc4c3)cc2)CC1 | -18%
O=C(CSc1nnc(-c2cccc(S(=O)(=O)N3CCCC3)c2)n1-c1ccccc1)Nc1ccccc1 | 2%
CCc1ccc(NC(=O)C(=O)NNC(=O)c2cccs2)cc1 | 12%
CN(C)CC1CCN(C2CCN(C(=O)c3cccc(-c4cc(O)c5ncccc5c4)c3)CC2)CC1 | -20%
Cc1nnc(-c2cnn(C)c2)n1CCCn1ccnc1 | 2%[57.5 µM]
N#Cc1nc(Nc2cccc([N+](=O)[O-])c2)nc(NC2CCCC2)n1 | u
O=C(Nc1ccc(-c2nc3ccccc3[nH]2)cc1)c1ccc(Cl)c(Cl)c1 | u
O=C1CCCC2=C1C1(CCCC1)N=C(Nc1nc3cc(Br)ccc3o1)N2 | 4%
O=S(=O)(Nc1nccs1)c1ccc(NCc2cc(Cl)ccc2O)cc1 | 3%
CCCn1c(C)nc2c(NCCCCN(C)C)nc(C)nc21 | 4%
Cc1ccc(NS(=O)(=O)c2ccc3c(c2)CCC(=O)N3)cc1Cl | 10%[57.5 µM]
Cc1ccc(-c2cc(C(=O)N3CCCCC3)c3ccccc3n2)cc1C | -25%[57.5 µM]
O=S(=O)(c1ccc2c(c1)OCCO2)C1CCC(O)CC1 (stereo unspecified) | 6%&9%[57.5 µM]
O=S(=O)(c1cccc(Cl)c1)N1CCN(S(=O)(=O)c2ccc3c(c2)OCCO3)CC1 | -5%

Retrieved by compound from above:
SMILES | NTMT1 inh
O=C(Nc1ccc(-c2nc3ccccc3[nH]2)cc1)c1ccc(Cl)c(Cl)c1 | u
O=S(=O)(c1cccc(Cl)c1)N1CCN(S(=O)(=O)c2ccc3c(c2)OCCO3)CC1 | -5%
O=C1CCCC2=C1C1(CCCC1)N=C(Nc1nc3cc(Br)ccc3o1)N2 | 4%

Going on with the list.
SMILES | NTMT1 inh
CCCC1CCC(C(=O)Nc2ccc(S(=O)(=O)Nc3nccs3)cc2)CC1 (stereo unspecified) | 9%
N#Cc1c(N)nc(N)nc1N[C@H](c1nc2c(F)ccc(Cl)c2c(=O)n1-c1cccnc1)C1CC1 | 7%
COc1cc2nccc(Oc3ccc(NC(=O)c4cn(C(C)C)c(=O)n(-c5ccc(F)cc5)c4=O)cc3F)c2cc1OC | 22%
O=S(=O)(c1ccc2c(c1)OCCO2)N1CCN(S(=O)(=O)c2ccc(F)c(F)c2F)CC1 | 10%
Cn1c(=O)c2c(nc(CN3CCN(C(=O)C4CC4)CC3)n2Cc2ccccc2Cl)n(C)c1=O | 16%
O=C(CNC(=O)c1ccc(C(F)(F)F)cc1)OC(C(=O)Nc1cc(C(F)(F)F)ccc1Cl)c1ccccc1 (stereo unspecified) | 3%
CC(C)Oc1ccccc1C(=O)Nc1nc(-c2ccccc2)cs1 | 8%
FC(F)(F)c1ccccc1-c1nc(NCc2ccc(Cl)cc2)c2ccccc2n1 | 6%

Single values from the list:
NTMT1 inh, O=[S+]([O-])(c1ccc(OC(F)(F)F)cc1)N1CCN([S+](=O)([O-])c2ccc3c(c2)OCCO3)CC1 reads -8%
NTMT1 inh, NCCCC[C@H](NC(=O)[C@@H](NC(=O)[C@H](Cc1c[nH]c2ccccc12)NC(=O)[C@H](CCCCN)NC(=O)[C@H](CCCCN)NC(=O)[C@H](Cc1c[nH]c2ccccc12)NC(=O)[C@H](Cc1c[nH]c2ccccc12)NC(=O)[C@H](CCCCN)NC(=O)[C@@H](N)CCCCN)C(c1ccccc1)c1ccccc1)C(N)=O reads 22µM*
NTMT1 inh, CC(=O)Nc1cccc(OC2=NS(=O)(=O)c3ccccc32)c1 reads 6%
NTMT1 inh, O=C(OCC#CCSc1nnc(-c2ccc3ccccc3c2)o1)c1cc2ccccc2s1 reads 2%
NTMT1 inh, CCOC(=O)c1[nH]c2c(c1C)C(=O)CCC2 reads 5%
NTMT1 inh, CNc1nc(-c2cccc3ccccc23)ccc1C#N reads 0%
NTMT1 inh, Cc1nc(NCc2ccccc2)c2nc(-c3ccccc3)n(CCCN(C)C)c2n1 reads -9%

High-throughput results from PubChem BioAssay.
